RAD54 branch = inhibitors of human RAD54 branch migration; Q92698; 360,000 compounds, 0.14% hits; RAD54 Holliday junction branch migration, FAM/BHQ fluorescence; inhibition, % at 10.4 µM;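 active means mean normalized replicate activity at least 40 and at least half of replicates scoring 40 or more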;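 further: 0% = median of neutral control wells and 100% = median of positive control wells; inhibitors cause a drop in the FAM fluorescence signal; in these data hits start at about 50%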
ARNT-TACC3 inh = disruptors of human ARNT/TACC3 interaction. AID 623870. inhibition, % at 9.99 µM. AlphaScreen His-ARNT PAS-B/GST-TACC3 binding, luminescence; TACC3 fragment carries E629A point mutation. 390,000 compounds, 0.66% hits. Q9Y6A5;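 active means mean inhibition of replicates at least 50% and at least half of replicates each reaching 50%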;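 further: 0% = complete ARNT plus TACC3 wells and 100% = ARNT alone without TACC3; many hits fall short of the cut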
RAD52 anneal inh = inhibitors of human RAD52 DNA annealing | P43351 | recombinant RAD52 DNA annealing, FRET fluorescence | inhibition, % at 18.7 µM | 360,000 compounds, 0.46% hits | AID 651710;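 active means every replicate showing at least 50% inhibition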
Target sequence (P43351 whole entry, looked up): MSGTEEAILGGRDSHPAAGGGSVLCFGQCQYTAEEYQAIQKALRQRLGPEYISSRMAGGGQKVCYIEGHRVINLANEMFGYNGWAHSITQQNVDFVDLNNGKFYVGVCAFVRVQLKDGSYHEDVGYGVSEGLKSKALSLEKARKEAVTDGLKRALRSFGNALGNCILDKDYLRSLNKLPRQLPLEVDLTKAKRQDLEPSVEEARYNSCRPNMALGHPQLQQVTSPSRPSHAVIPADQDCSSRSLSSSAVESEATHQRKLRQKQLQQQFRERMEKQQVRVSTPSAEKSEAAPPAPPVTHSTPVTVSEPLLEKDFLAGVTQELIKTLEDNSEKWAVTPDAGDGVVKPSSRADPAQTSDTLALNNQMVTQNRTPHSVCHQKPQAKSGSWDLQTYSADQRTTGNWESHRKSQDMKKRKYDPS
esBAF inh = SWI/SNF esBAF complex inhibition | mouse ES cells, Bmi1-luciferase knock-in reporter, 24 h; 100% = twice the neutral-well signal | reporter increase, % at 12.5 µM | 350,000 compounds, 2% hits; in the data active means activation above about 40%;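 further: 0% = median of the plate's neutral control wells and 100% = double that signal; a rise in the Bmi1 reporter signal indicates esBAF inhibition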
Casp6 inh = blocks human caspase-6 cleavage activity; purified caspase-6, Z-VEID-R110 cleavage fluorescence; AID 686996; inhibition, % at 12.5 µM; P55212; 350,000 compounds, 0.53% hits;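 active means mean inhibition across replicates at least about 35%, with every replicate also reaching that limit, limit read from the data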;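 further: 0% = median of neutral control wells and 100% = no fluorescence left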
Target sequence (P55212 24-179 limits assumed): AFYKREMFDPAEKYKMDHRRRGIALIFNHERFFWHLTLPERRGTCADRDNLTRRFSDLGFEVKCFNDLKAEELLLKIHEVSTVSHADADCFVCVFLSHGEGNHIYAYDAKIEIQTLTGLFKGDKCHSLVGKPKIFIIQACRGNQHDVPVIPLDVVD
Target sequence (P55212 194-293 limits assumed): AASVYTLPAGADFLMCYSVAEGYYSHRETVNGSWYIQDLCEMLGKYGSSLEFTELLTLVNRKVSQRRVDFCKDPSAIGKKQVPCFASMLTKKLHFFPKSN
PglD DTNB = inhibitors of Campylobacter jejuni PglD acetyltransferase. purified PglD enzyme, DTNB colorimetric CoA detection. inhibition, % at 12.5 µM. 360,000 compounds, 0.098% hits. AID 602405; in the data active means inhibition above about 16%, passing the limit was not always enough; further: strong numbers were not always called active
E-sel inducer = E-selectin induction on HUVECs; P16581; HUVEC E-selectin immunofluorescence imaging; normalized: neutral wells 0, TNF-alpha wells 100; activation, % at 7.58 µM; 260,000 compounds, 0.37% hits; AID 686992;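 active means mean E-selectin-positive cell signal at least 10% of the positive control, reached in at least 60% of replicates, without over 20% cell loss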;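 further: in these data hits start at about 27%; measured in HUVEC primary endothelial cells; signal is the percent of cells scored E-selectin positive by PE staining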
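Read-out basis: % PE-positive cells; Test system: HUVEC primary endothelial cells; Technique: immunofluorescence imaging; Dosing: single-point compound dose.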
ERp5 inh = blocks human ERp5 reductase activity on insulin. ERp5 insulin aggregation, absorbance 650 nm, 90 min. Q15084. inhibition, % at 9.99 µM. AID 651711. 350,000 compounds, 0.05% hits;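 active means mean replicate inhibition above about 25%, with every replicate also reaching it, limit read from the data, passing the limit was not always enough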
Numbers without * were called inactive; · = not tested or not shown; & = joins results of further samples.

nr | SMILES | RAD54 branch | ARNT-TACC3 inh | RAD52 anneal inh | esBAF inh | Casp6 inh | PglD DTNB | E-sel inducer | ERp5 inh
1 | C[C@@H]1CN([C@@H](C)CO)C(=O)c2cc(NC(=O)Nc3cccc4ccccc34)ccc2O[C@@H]1CN(C)S(=O)(=O)c1ccc(Cl)cc1 | -8 | 10 | -9 | 4 | 1 | -1 | 20 | -2
2 | COC(=O)Oc1ccc(/C=N/NC(=O)CN(c2ccccc2Cl)S(C)(=O)=O)cc1OC | 0 | 17 | · | -1 | · | 0 | · | ·
3 | Cn1c2ccsc2c2ncn(Cc3ccc(F)cc3)c(=O)c21 | -2 | 5 | -13 | 7 | 2 | 0 | 0.0 | -9
4 | COC(=O)C1CCN(C2CN(C3CCCCC3)S(=O)(=O)C2)CC1 (centres undefined) | -2 | · | -15 | -4 | -3 | 3 | -0.1 | 0
5 | O=c1c(-c2nnc(SCc3ccc(Cl)c(Cl)c3)o2)cccn1Cc1ccccc1 | -6 | -10 | · | -2 | · | 3 | · | ·
6 | CCC1(C)Cc2c(sc3c2c(=O)n(C)c2nnc(SCc4ccc5c(c4)OCO5)n32)CO1 (centres undefined) | -4 | 4 | · | -7 | · | -7 | · | ·
7 | CN1CCN(CC(=O)Nc2cccc(S(=O)(=O)N(C)c3ccccc3)c2)CC1 | -6 | -8 | -8 | -3 | 1 | 1 | -0.2 | 1
8 | CC(NC(=O)Cn1cc(C(F)(F)F)cc(Cl)c1=O)c1ccccc1 (centres undefined) | · | -2 | -8 | -3 | -4 | · | 0.1 | 1
9 | O=C(COC(=O)[C@@H]1CCCN1C(=O)c1cccs1)Nc1cccc(Cl)c1 | -2 | -21 | -8 | 3 | 5 | 3 | 0.9 | 0
10 | CCOc1ccc(C(=O)NCC(=O)N2CCC3CCCCC3C2)cc1OCC (centres undefined) | 1 | 5 | 3 | 0 | 2 | 0 | · | -2
11 | O=C(O)CCCC(=O)Nc1ccc(Oc2cccc(C(F)(F)F)c2)nc1 | -8 | · | -6 | · | 0 | 7 | 0.0 | 6
12 | O=C(CC1C(=O)NCCN1Cc1c(F)cccc1Cl)NC1CCCCCC1 (centres undefined) | -4 | 1 | -1 | 0 | -1 | 0 | · | 8
13 | O=C(COc1ccc(F)cc1)N(Cc1ccco1)C1CCS(=O)(=O)C1 (centres undefined) | · | 2 | -1 | -8 | -2 | · | · | 5
14 | N#C[C@@H]1N[C@@H](CO)[C@H]1c1ccc(C#CC2CCCC2)cc1 | 0 | 16 | -3 | 0 | -1 | -1 | 0.0 | 1
15 | O=C(CCNC(=O)c1ccc([N+](=O)[O-])cc1)NCCC1=CCCCC1 | -1 | 3 | 5 | -9 | 1 | -2 | · | 0
16 | CC1(C)OC(=O)N(CC(=O)Nc2ccccc2)C1(C)O (centres undefined) | · | -6 | 3 | · | 0 | · | · | 2
17 | COc1cc(-c2nc(C)c(C(C)=O)n2O)ccc1OCC(=O)Nc1ccc(Cl)cc1 | · | -4 | -15 | · | 2 | · | 5.4 | 1
18 | CCOC(=O)c1sc(NC(=O)CSc2nnc(Cc3ccccc3)o2)c(C#N)c1C | -3 | -13 | · | -1 | · | 0 | · | ·
19 | COc1ccc(S(=O)(=O)N(C)C[C@H]2Oc3ccc(NC(=O)Nc4ccc(F)cc4)cc3C(=O)N([C@H](C)CO)C[C@H]2C)cc1 | 8 | -8 | -5 | 2 | 0 | 3 | -0.2 | 5
20 | Cc1ccc(S(=O)(=O)Nc2ccc3c(c2)CC(=O)N([C@@H](C)CO)C[C@@H](C)[C@H](CN(C)S(=O)(=O)c2ccc(C)cc2)O3)cc1 | 2 | -3 | 15 | 7 | -4 | -1 | 0.6 | -2

Additional compounds follow:
nr | SMILES | RAD54 branch | ARNT-TACC3 inh | RAD52 anneal inh | esBAF inh | Casp6 inh | PglD DTNB | E-sel inducer | ERp5 inh
21 | CCC(=Cc1ccccc1O)c1ccncc1 | · | -9 | -8 | -1 | -6 | · | 0.0 | -1
22 | Nc1nnc(SCCCC(=O)c2ccc(F)cc2)s1 | · | -14 | -11 | · | -1 | · | · | 4
23 | CCc1nnc(NC(=O)CN2C(=O)N(C)C3(CCCCC3)C2=O)s1 | -7 | · | -6 | 0 | 0 | 3 | · | 2
24 | Cc1cc(C)cc(N=C2NC(=O)CS2)c1 | 3 | 1 | 3 | -7 | -3 | -2 | -0.2 | 5
25 | CCC(c1nnnn1C(C)(C)CC)N(CCCN1CCOCC1)Cc1cc2cccc(C)c2[nH]c1=O (centres undefined) | 6 | -1 | · | -1 | · | -1 | · | ·
26 | COc1ccc(NC(=O)C2CCCN(S(=O)(=O)c3cccnc3)C2)c(OC)c1 (centres undefined) | 6 | · | -1 | 0 | -1 | 6 | -0.1 | 3
27 | O=C(O)c1cc(-c2ccco2)[nH]n1 | -3 | -2 | · | -9 | · | -2 | · | ·
28 | Cc1ccc(C(=O)N/C(=C\c2ccco2)C(=O)NCC2CCCO2)cc1C (centres undefined) | -14 | 4 | · | 10 | · | -6 | · | ·
29 | COCC(=O)N1C[C@@H]2[C@H](c3ccccc31)[C@H](CO)N2Cc1ccccc1 | 7 | 2 | -18 | 1 | · | -1 | -0.4 | 1
30 | CC(C)NC(=O)COc1ccc2c(c1)C(=O)CC(C)(C)O2 | 3 | -2 | -9 | 3 | 1 | -6 | 6.5 | 3
31 | CCOC(=O)C1(Cc2ccccc2Cl)CCN(C(=O)CN2CCOC2=O)CC1 | · | -6 | -13 | 40 | -3 | · | · | 7
32 | O=C(Nc1ccccc1)N1C[C@@H]2[C@H](c3ccccc31)[C@H](CO)N2C(=O)c1cccnc1 | -6 | -4 | · | 3 | · | 2 | 0.2 | ·
33 | CC1CN(S(=O)(=O)c2ccc(C(=O)N(C)C3CCCCC3)cc2)CC(C)O1 (centres undefined) | 1 | -4 | -2 | -2 | -4 | 1 | · | -7
34 | COc1ccc(S(=O)(=O)Nc2cccc3c2O[C@H](CN(C)Cc2ccccc2)[C@H](C)CN([C@@H](C)CO)C3=O)cc1 | 11 | -4 | 2 | -6 | 1 | -2 | · | -12
35 | C[C@@H]1CN([C@H](C)CO)C(=O)c2cc(NC(=O)Nc3ccc4c(c3)OCO4)ccc2O[C@@H]1CN(C)Cc1ccc(Cl)c(Cl)c1 | -3 | -5 | 16 | 0 | 0 | 14 | -0.9 | 3
36 | CS(=O)(=O)N(CC(=O)N1CCN(c2ccccc2)CC1)Cc1ccc(Cl)cc1 | 4 | 12 | · | -5 | · | 1 | · | ·
37 | COc1ccc(OC)c(C2C(C(=O)c3ccco3)=C(O)C(=O)N2Cc2cccnc2)c1 (centres undefined) | 1 | 2 | 9 | 0 | -4 | 0 | · | 0
38 | O=S(=O)(c1cccc(-c2cn3cccnc3n2)c1)N1CCOCC1 | -16 | -5 | · | -3 | · | 0 | · | ·
39 | Cc1ccc(C)c(NC(=S)N(Cc2cccc(Br)c2)CC2CCC(C(=O)O)CC2)c1 (centres undefined) | -4 | -7 | 2 | -4 | 1 | -1 | 0.0 | -11
40 | O=[N+]([O-])c1ccc(NCCCN2CCOCC2)c(Cl)c1 | -2 | -2 | · | 5 | · | 2 | · | ·

Record cards (already shown). Order of values: RAD54 branch | ARNT-TACC3 inh | RAD52 anneal inh | esBAF inh | Casp6 inh | PglD DTNB | E-sel inducer | ERp5 inh
Cc1ccc(C)c(NC(=S)N(Cc2cccc(Br)c2)CC2CCC(C(=O)O)CC2)c1 (centres undefined) as listed: -4 | -7 | 2 | -4 | 1 | -1 | 0.0 | -11
Cc1ccc(C(=O)N/C(=C\c2ccco2)C(=O)NCC2CCCO2)cc1C (centres undefined) as listed: -14 | 4 | · | 10 | · | -6 | · | ·
O=[N+]([O-])c1ccc(NCCCN2CCOCC2)c(Cl)c1 as listed: -2 | -2 | · | 5 | · | 2 | · | ·
C[C@@H]1CN([C@H](C)CO)C(=O)c2cc(NC(=O)Nc3ccc4c(c3)OCO4)ccc2O[C@@H]1CN(C)Cc1ccc(Cl)c(Cl)c1 as listed: -3 | -5 | 16 | 0 | 0 | 14 | -0.9 | 3
Cc1cc(C)cc(N=C2NC(=O)CS2)c1 as listed: 3 | 1 | 3 | -7 | -3 | -2 | -0.2 | 5

Next part:
nr | SMILES | RAD54 branch | ARNT-TACC3 inh | RAD52 anneal inh | esBAF inh | Casp6 inh | PglD DTNB | E-sel inducer | ERp5 inh
41 | O=C(Cc1ccccn1)N1CC(=O)N2[C@H](CO)[C@H](c3ccc(C#CC4CCCCC4)cc3)[C@H]2C1 | · | · | 12 | · | -3 | · | -0.1 | -2
42 | Cc1ccc(CNC(=O)CC(C)S(=O)(=O)c2ccc3c(c2)NC(=O)CS3)o1 (centres undefined) | -23 | 19 | -256 | -4 | 3 | 6 | 2.8 | 10
43 | Cc1ccc2nc(-c3ccccc3)c(CC(=O)O)c(C(=O)O)c2c1 | · | -2 | -6 | · | 5 | · | · | 0
44 | Cc1cc(C(=O)NCCCN2CCCC2=O)cs1 | 3 | -7 | · | 0 | · | -3 | · | ·
45 | CN(C(=O)COC(=O)c1ccc(C#N)cc1)c1ccccc1 | -7 | -3 | -4 | 3 | -1 | 3 | 0.1 | 4
46 | CC(C)NC(=O)N(C)C[C@@H]1Oc2cc(C3=CCCC3)ccc2S(=O)(=O)N([C@H](C)CO)C[C@H]1C | 5 | 3 | -17 | -4 | 2 | 3 | -0.2 | 5
47 | C[C@H](CO)N1C[C@H](C)[C@@H](CN(C)S(C)(=O)=O)Oc2ccc(N(C)C)cc2C1=O | 1&-12 | -20&-5 | -6&-17 | -2&0 | 1&3 | -2&9 | -0.2&-0.1 | 2&0
48 | COc1cc(C(=O)NCCCCCCNC(=O)c2cc(OC)c(OC)c(OC)c2)cc(OC)c1OC | 1 | 10 | -12 | -5 | -2 | -1 | · | 2
49 | C[C@H](CO)N1C[C@H](C)[C@@H](CN(C)Cc2ccc(Cl)c(Cl)c2)Oc2ccc(NC(=O)Nc3cccc4ccccc34)cc2CC1=O | -5 | 28 | 54* | -4 | -2 | 1 | -0.1 | 3
50 | Cc1ccc(CNS(=O)(=O)c2ccc3c(c2)n(C)c(=O)n3C)cc1 | 2 | -5 | -8 | -3 | 0 | 0 | · | 3

Entries by screen from the entries so far:
Compounds 44 to 47 in RAD54 branch, in turn: 3, -7, 5, 1&-12
Compounds 44 to 47 in E-sel inducer, in turn: ·, 0.1, -0.2, -0.2&-0.1
Compounds 44 to 47 in ERp5 inh, in turn: ·, 4, 5, 2&0

3 entries picked at random from the list so far, as already listed:
nr | SMILES | RAD54 branch | ARNT-TACC3 inh | RAD52 anneal inh | esBAF inh | Casp6 inh | PglD DTNB | E-sel inducer | ERp5 inh
50 | Cc1ccc(CNS(=O)(=O)c2ccc3c(c2)n(C)c(=O)n3C)cc1 | 2 | -5 | -8 | -3 | 0 | 0 | · | 3
43 | Cc1ccc2nc(-c3ccccc3)c(CC(=O)O)c(C(=O)O)c2c1 | · | -2 | -6 | · | 5 | · | · | 0
41 | O=C(Cc1ccccn1)N1CC(=O)N2[C@H](CO)[C@H](c3ccc(C#CC4CCCCC4)cc3)[C@H]2C1 | · | · | 12 | · | -3 | · | -0.1 | -2

This is a random part of the collection. About 3.2% of those tested had a hit in this group.
